PLC-beta3 inh: blocks human PLC-beta3 enzyme activity. Q01970. Purified PLC-beta3, fluorogenic substrate, fluorescence. inhibition, % at 12.2 µM. 370,000 tested, 0.18% active; in the data active means inhibition above about 11%;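 further: 0% = median of compound wells on plate and 100% = full blocker control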
PLC-gamma1 inh: inhibitors of human phospholipase C gamma1; inhibition, % at 12.2 µM; purified PLC-gamma1, fluorogenic substrate, fluorescence; 370,000 tested, 0.84% active; in the data active means inhibition above about 9.5%
hcDAF-12 act: H. contortus DAF-12 activation, primary screen. HEK293 hcDAF-12 lit1-tk-luc reporter, luminescence; 0% DMSO, 100% Δ7-dafachronic acid. activation, % at 6.8 µM. 370,000 tested, 1.4% active;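 active means activation above the mean of all tested compounds plus 3 SD, cut at about 5.5% in these data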;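 further: 100% = response to 3 µM Δ7-dafachronic acid high control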
ADAM10 inh: ADAM10 inhibition, QFRET primary screen; inhibition, % at 7 µM; recombinant ADAM10, EDANS/DABCYL FRET peptide cleavage, 3 h; 370,000 tested, 0.62% active; AID 720582;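 active means inhibition above a per-campaign cutoff equal to the mean of compounds falling between control-based bounds plus 3 SD, cut at about 20% in these data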;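 further: 0% = DMSO wells while the 100% control is not disclosed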
Target sequence (O14672 214-748 limits assumed): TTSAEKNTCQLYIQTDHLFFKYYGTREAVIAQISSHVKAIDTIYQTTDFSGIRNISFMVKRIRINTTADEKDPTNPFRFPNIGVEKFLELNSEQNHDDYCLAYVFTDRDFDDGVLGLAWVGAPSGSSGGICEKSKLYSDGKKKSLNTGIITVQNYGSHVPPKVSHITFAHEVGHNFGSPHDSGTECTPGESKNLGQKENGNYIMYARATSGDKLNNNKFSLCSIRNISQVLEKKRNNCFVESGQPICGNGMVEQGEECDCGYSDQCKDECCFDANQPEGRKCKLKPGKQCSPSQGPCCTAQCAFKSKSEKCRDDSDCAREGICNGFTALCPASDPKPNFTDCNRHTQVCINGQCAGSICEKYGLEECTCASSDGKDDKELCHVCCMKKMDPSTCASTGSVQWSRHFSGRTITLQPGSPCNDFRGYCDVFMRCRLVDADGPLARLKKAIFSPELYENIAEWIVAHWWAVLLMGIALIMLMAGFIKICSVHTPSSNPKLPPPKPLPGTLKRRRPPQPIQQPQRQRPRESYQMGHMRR
hgDAF-12 ag: hgDAF-12 agonism, primary luciferase screen; HEK293 GAL4-hgDAF12 UAS-luciferase reporter, agonist luminescence; normalized to butyrate control; activation, % at 6.8 µM; 370,000 tested, 1.8% active; AID 687014;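 active means activation above a cutoff set at the mean of all screened compounds plus 3 SD, cut at about 10% in these data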;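 further: 0% = DMSO wells and 100% = sodium butyrate wells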
ADAM17 inh: ADAM17 inhibition, QFRET primary screen; P78536; inhibition, % at 6.95 µM; recombinant ADAM17, EDANS/DABCYL FRET peptide cleavage; 370,000 tested, 0.83% active; AID 720648;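 active means inhibition above the mean of compounds lying between control limits plus 3 SD, set per campaign, cut at about 8.5% in these data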;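 further: 0% = DMSO-only wells as the low control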
DAX1 inh-1: inhibits human nuclear receptor DAX1. 340,000 tested, 0.99% active. inhibition, % at 6.75 µM. HEK293 Gal4-DAX1 luciferase reporter, luminescence. P51843. AID 504766;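 active means inhibition above the mean over all tested compounds plus 3 SD, cut at about 4.2% in these data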;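 further: 0% = DAX1-transfected cells with DMSO and 100% = empty-vector control cells with DMSO; inhibition shows as a rise in luminescence from relieved DAX1 repression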
sPLA2-III inh: Inhibits HGIII-sPLA2 liposome hydrolysis, primary screen; AID 743126; 370,000 tested, 0.56% active; inhibition, % at 12.2 µM; QFRET BODIPY PC-A2 liposome hydrolysis, fluorescence;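 active means inhibition above mean plus 3 SD of compounds lying within the high and low control bounds, cut at about 19% in these data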;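 further: 0% = median of test compound wells and 100% = no enzyme DMSO wells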
Target sequence (Q9NZ20 whole entry, looked up): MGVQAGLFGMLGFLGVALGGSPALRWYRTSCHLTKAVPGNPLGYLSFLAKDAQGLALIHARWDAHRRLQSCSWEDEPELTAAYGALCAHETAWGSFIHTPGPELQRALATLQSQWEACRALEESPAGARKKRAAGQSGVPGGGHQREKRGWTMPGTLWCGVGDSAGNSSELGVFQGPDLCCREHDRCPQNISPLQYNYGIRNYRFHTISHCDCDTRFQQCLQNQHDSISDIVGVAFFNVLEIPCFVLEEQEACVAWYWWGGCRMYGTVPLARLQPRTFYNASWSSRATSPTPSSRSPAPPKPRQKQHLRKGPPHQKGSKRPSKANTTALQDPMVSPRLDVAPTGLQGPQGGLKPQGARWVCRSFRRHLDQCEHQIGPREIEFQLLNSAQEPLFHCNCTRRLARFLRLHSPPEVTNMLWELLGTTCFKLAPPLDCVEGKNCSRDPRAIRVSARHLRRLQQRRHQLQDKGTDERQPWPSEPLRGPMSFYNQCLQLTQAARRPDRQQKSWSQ
ssDAF12 agonist: activators of S. stercoralis DAF-12 nuclear receptor. HEK293 ssDAF-12/GRIP1 lit1-tk-luc reporter, luminescence; % of 3 µM dafachronic acid response. activation, % at 6.8 µM. AID 652126. 370,000 tested, 1% active;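 active means activation above the mean over all tested compounds plus 3 SD, cut at about 0.9% in these data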;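 further: 0% = DMSO-only wells and 100% = 3 µM delta7-dafachronic acid wells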
DAX1 inh-2: blocks DAX1 repression of SF-1 activated StAR promoter | 370,000 tested, 1.1% active | inhibition, % at 6.8 µM | HEK293T StAR-luciferase reporter, SF-1/DAX-1 repression relief | AID 652010;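 active means inhibition above the mean over all tested compounds plus 3 SD, cut at about 3.6% in these data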;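 further: 0% = DAX-1 cells with DMSO and 100% = cells lacking DAX-1 with DMSO; higher inhibition means more luminescence from relief of DAX-1 repression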
FXN GAA850 act: activators of GAA850 frataxin (FXN) promoter | activation, % at 6 µM | 360,000 tested, 0.56% active | AID 540364 | HEK293 lucGAA850 FXN promoter luciferase reporter, 24 h; percent of 10 µM SAHA response;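 active means activation above the average of all compounds screened plus 3 SD, cutoff fixed separately per campaign, cut at about 7.5% in these data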;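 further: 0% = DMSO wells and 100% = 10 µM SAHA wells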
The depositor's hits bear a star; / = not tested or not shown. Not a hit list; overall some 6.9% were active at least once.

The line under a structure holds: PLC-beta3 inh, PLC-gamma1 inh, hcDAF-12 act, ADAM10 inh, hgDAF-12 ag, ADAM17 inh, DAX1 inh-1, sPLA2-III inh, ssDAF12 agonist, DAX1 inh-2, FXN GAA850 act
> O=C(CSc1nc2ccccc2n1S(=O)(=O)c1cccc([N+](=O)[O-])c1)NCc1cccs1
    1, 3, 0.7, 8, 0.9, 0, 0.1, 0, -0.5, -0.4, 3.4
> CCOC(=O)c1[nH]c2ccc(OC)cc2c1NC(=S)N1CCN(c2cccc(C)c2C)CC1
    -47, -42, -0.5, -30, 3.0, -6, -0.6, 5, -1.6, -1.4, -3.7
> Cc1cccc(-n2ncc3c2CCCC3NC(=O)CCN2CCCO2)c1C (configuration not stated)
    -6, 4, -1.4, -1, -2.0, -3, 0.2, 1, -1.2, -5.6, 0.1
> CCn1nc(C)c(/C=N/NC(=O)c2nc3nc(C)cc(C)n3n2)c1C
    2, 0, -0.7, 4, -1.9, -2, 2.6, 0, -1.0, -0.3, 2.1
> COc1ccc(NC(=O)COC(=O)C23CC4CC(CC(O)(C4)C2)C3)cc1Cl
    -5, 2, 1.1, -1, 5.1, -3, 1.3, -1, 0.7, -1.5, 5.4
> O=C(N[C@@H](Cc1ccc(O)cc1)C(=O)O)c1cccnc1
    1, -4, -0.4, 10, 1.1, -2, 0.1, 1, -0.6, 0.4, -0.2
> C/C(=N\O)C(C)(C)Nc1ccc(Br)cc1
    -7, 0, -0.9, -1, 0.4, -2, 0.0, 11, -1.4, -0.1, 1.2
> COc1ccccc1NC(=O)CSc1n[nH]c(-c2ccco2)n1
    -3, -1, -1.6, -5, 0.6, -1, 1.3, 1, -0.9, -0.7, 0.6
> CCCNC(=O)C1(C)CCCN(C(=O)c2cc(C)nn2C(C)(C)C)C1 (configuration not stated)
    2, -1, -1.4, -12, 0.4, -3, /, 11, -0.8, -0.1, 0.0
> Cc1cc(C(=O)CSc2nn3c(=O)c(C(C)(C)C)nnc3s2)c(C)n1C
    -6, -3, 1.4, 6, 2.3, -3, 0.0, 3, -0.9, 0.1, 2.9

Carrying on.
The line under a structure holds: PLC-beta3 inh, PLC-gamma1 inh, hcDAF-12 act, ADAM10 inh, hgDAF-12 ag, ADAM17 inh, DAX1 inh-1, sPLA2-III inh, ssDAF12 agonist, DAX1 inh-2, FXN GAA850 act
> O=C1/C(=C/c2ccccc2)SC(=S)N1CCCC(=O)N1CCCCC1CCO (configuration not stated)
    -1, 8, -1.5, 2, -0.1, 7, -0.1, -8, -1.1, 0.4, 1.8
> CC[C@@]12C(=O)N(c3cccc(F)c3)C(=O)N1[C@H](c1ccc(Cl)cc1)[C@@H]1C(=O)N(C3CCCCC3)C(=O)[C@@H]12
    1, 0, -0.1, 6, 2.2, 4, -0.4, -18, -1.1, -0.3, 9.0*
> CC(C)CN1C(=O)C(=O)N(CC(=O)N2CCN(c3ccccc3)CC2)C1=O
    -4, 1, -0.6, -3, 1.3, 4, 0.1, 4, -0.5, 0.7, 0.7
> COc1cc(C(=O)NCCC(=O)NC2CCCc3ccccc32)cc(OC)c1OC (configuration not stated)
    -7, -2, 1.1, 4, -0.5, 1, -0.2, 0, -0.8, 0.0, 2.2
> C=CCOc1ccc(/C=C/C(=O)OCC(=O)NC2CCCCCC2)cc1
    -3, 2, -0.1, -5, 2.6, -1, 0.8, -7, -1.4, -1.3, 0.7
> O=C(NCCCN1CCCC1=O)c1ccc(OCc2ccccc2)cc1
    2, -2, -1.1, -4, -0.4, -4, -1.3, -7, -1.1, 0.4, -0.5
> Cc1ccc(CNC(=O)c2[nH]c(C(F)(F)F)nc2-c2ccccc2)cc1
    0, 2, 0.4, -4, 0.1, 5, /, -6, -1.3, -1.6, /
> O=C(Nc1ccncc1)c1cc(S(=O)(=O)N2CCCCC2)ccc1Cl
    1, 2, 0.0, -8, -2.7, -5, -0.6, 7, -1.1, -3.2, -1.3
> CCNc1ccc(Br)cc(C(=O)/C=C/c2ccc3c(c2)OCO3)c1=O
    -97, -80, 0.8, -10, -1.3, -6, 0.2, -7, -1.3, 0.5, 3.4
> CC(C)C1=Nc2cccc3cccc(c23)N1
    -6, -8, -1.9, -3, -4.0, 3, -0.6, 18, -0.8, -0.9, 0.4

Additional compounds follow:
Compound | PLC-beta3 inh | PLC-gamma1 inh | hcDAF-12 act | ADAM10 inh | hgDAF-12 ag | ADAM17 inh | DAX1 inh-1 | sPLA2-III inh | ssDAF12 agonist | DAX1 inh-2 | FXN GAA850 act
CC1CCCCN1C(=S)NC(=O)c1ccco1 (configuration not stated) | -3 | 0 | 1.2 | -3 | 0.7 | -1 | -0.8 | 7 | -1.0 | 1.5 | 0.8
Cc1cccc2cc(CN(CCN(C)C)C(=S)Nc3ccccc3)c(=O)[nH]c12 | -1 | 3 | 1.7 | -5 | 1.2 | -5 | -1.6 | -6 | -0.6 | -0.1 | -3.7
Cc1ccc(C(=O)Nc2nnc(C3CCCCC3)s2)o1 | -3 | -2 | 3.2 | -2 | 9.7 | -3 | 2.4 | -3 | 0.9 | 2.7 | 5.5
O=C(CCNC(=O)c1ccccc1Cl)NN=Cc1ccccc1[N+](=O)[O-] | -3 | 0 | -0.7 | -10 | -2.3 | -11 | 0.6 | 6 | -0.7 | -0.3 | -0.1
Cc1ccc(C)c(Cn2c(C)nc3c(sc(=S)n3-c3ccccc3)c2=O)c1 | -2 | 3 | 1.1 | 3 | -0.9 | -3 | 0.2 | 4 | -1.6 | 0.8 | 0.0
CC[C@@]1(C(=O)OC)N[C@H](CN(C)C(=O)c2ccc(F)cc2)[C@@H]2C(=O)N(C)C(=O)[C@@H]21 | 3 | 1 | -0.2 | 2 | 3.1 | 0 | 0.0 | 9 | -1.0 | 0.8 | -1.3
O=C(N=C1SC2CS(=O)(=O)CC2N1c1ccc(F)cc1)C1CC1 (configuration not stated) | -4 | 0 | -0.1 | -4 | 1.4 | -2 | -2.0 | -4 | 0.2 | -0.2 | 0.5
CC(C)C(CCN1C(=O)c2ccccc2C1=O)c1ccco1 (configuration not stated) | 0 | -5 | -0.5 | -2 | 0.0 | -4 | -0.1 | -19 | -1.8 | -1.0 | -3.3
COc1ccc(/C=C/c2onc(C)c2S(=O)(=O)N2CCC(C(=O)N3CCC(C)CC3)CC2)cc1 | -17 | -5 | -2.5 | 4 | -2.1 | 3 | 2.6 | -9 | -2.0 | -5.1 | 0.0
CNc1nc(CC(C)=O)ns1 | 2 | 3 | -0.4 | -1 | -0.8 | -6 | 0.4 | 11 | -1.1 | -0.1 | 1.9
CCOC(=O)C1=C(Nc2ccc(Br)cc2)C(=O)N(CC)C1 | -4 | -2 | -2.4 | -2 | -4.1 | -2 | / | 5 | -1.4 | -0.1 | /
COc1ccccc1NCC(O)Cn1c2ccccc2c2ccccc21 (configuration not stated) | -3 | 0 | -1.7 | 8 | -1.3 | 8 | -1.1 | -16 | -1.9 | 0.0 | 1.3
CCOC(=O)Cn1cnc2c(nnn2-c2ccc(F)cc2)c1=O | 4 | 2 | 0.1 | -1 | 0.7 | -1 | 0.2 | 2 | -1.1 | 0.2 | 0.5
COC(=O)c1cccc(NC(=O)Cc2coc3cc(OC)ccc23)c1 | -8 | -4 | 1.3 | 4 | 0.0 | -1 | -0.4 | -20 | -1.4 | 0.3 | 1.5
CCOC(=O)N1CCN(Cc2nc3c(c(=O)n(C)c(=O)n3C)n2Cc2ccccc2)CC1 | -7 | -3 | -2.8 | -16 | -3.1 | 0 | -0.2 | 12 | -0.9 | -1.9 | 0.5
O=[N+]([O-])c1ccccc1S(=O)(=O)N1CCN(CC2CC=CCC2)CC1 (configuration not stated) | 0 | 2 | 0.1 | -5 | -1.2 | 3 | 0.9 | -1 | -1.0 | 0.7 | 3.0
Cc1ccccc1NC(=O)OCCN1CCCC12CCC(c1ccccc1)CC2 (configuration not stated) | -1 | 0 | -1.2 | 7 | -2.0 | 2 | / | -8 | -1.6 | / | /
NC(=O)Nc1ccc(C(=O)OCC(=O)Nc2sccc2C(N)=O)cc1 | -2 | 0 | -0.2 | 6 | 0.2 | 0 | 0.3 | -9 | -0.5 | -0.4 | 3.0
CS(=O)(=O)c1ccc2nc(NC(=O)CCN3C(=O)c4ccccc4C3=O)sc2c1 | 2 | 1 | -1.4 | 3 | 0.6 | 0 | 1.1 | 0 | 0.3 | -0.1 | 0.3
O=C(OCc1ccccc1)N1C=CCC[C@@H]1c1c(Cl)cccc1Br | 1 | -2 | 0.2 | 2 | 0.5 | -2 | / | -5 | -0.8 | -0.1 | /
CCCCCCn1c(CN2CCCCC2)nc2c1c(=O)n(C)c(=O)n2C | -1 | 2 | 0.1 | 11 | 3.9 | 0 | 0.5 | -5 | -1.5 | 0.9 | -1.1
COc1ccc(S(N)(=O)=O)cc1C(=O)NNC(=O)c1cccc(S(=O)(=O)N2CCOCC2)c1 | -7 | 1 | -1.4 | -1 | -1.4 | -8 | -0.4 | -1 | -0.8 | 0.4 | 1.4
CCOC(=O)c1c2ccccc2[n+]([O-])n1CCO | 2 | 0 | 0.9 | -5 | 1.7 | -6 | 0.9 | 6 | -0.6 | 0.0 | 1.6
CC(=O)c1ccc(OCC(C)C)c(CN2CCCCC2)c1 | -1 | 8 | -1.8 | 2 | 0.3 | 3 | 0.1 | -4 | -1.2 | 0.9 | -0.3
CC(C)C[C@H](NC(=O)N1CC(=O)Nc2ccccc21)C(=O)N[C@@H](Cc1c[nH]c2ccccc12)C(=O)O | -14 | -4 | 1.4 | -40 | 1.8 | -10 | 3.7 | -52 | -0.5 | 0.8 | -0.1
COC(=O)c1cc(CNC(=O)C(C)NS(=O)(=O)c2ccc(C)c(C)c2)ccc1OC (configuration not stated) | -2 | 3 | -2.6 | 2 | -1.4 | -2 | -0.7 | 1 | -1.7 | -0.3 | 1.5
Cc1nc2ccc(N=NC3=C(O)CC(C)(C)CC3=O)cc2s1 | 0 | -1 | 8.0* | -3 | 12* | 5 | 0.8 | 11 | 1.6* | 1.4 | 5.3

Entries of single compounds as entered above. Order of screens: PLC-beta3 inh | PLC-gamma1 inh | hcDAF-12 act | ADAM10 inh | hgDAF-12 ag | ADAM17 inh | DAX1 inh-1 | sPLA2-III inh | ssDAF12 agonist | DAX1 inh-2 | FXN GAA850 act
Results for NC(=O)Nc1ccc(C(=O)OCC(=O)Nc2sccc2C(N)=O)cc1 = -2 | 0 | -0.2 | 6 | 0.2 | 0 | 0.3 | -9 | -0.5 | -0.4 | 3.0
Results for CC1CCCCN1C(=S)NC(=O)c1ccco1 (configuration not stated) = -3 | 0 | 1.2 | -3 | 0.7 | -1 | -0.8 | 7 | -1.0 | 1.5 | 0.8
Results for COc1ccccc1NCC(O)Cn1c2ccccc2c2ccccc21 (configuration not stated) = -3 | 0 | -1.7 | 8 | -1.3 | 8 | -1.1 | -16 | -1.9 | 0.0 | 1.3
